TRHR ag = activates the human TRH receptor. P34981. TRHR cells, calcium flux fluo-8, FDSS agonist mode. activation, % at 2 µM. 360,000 tested, 0.18% active; further: 0% is about no effect
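TRHR-expressing cells loaded with fluo-8 calcium dye; 23 nL library compound pin-transferred, kinetic FDSS fluorescence (Ex 480/Em 530) recorded about 180 s for agonist-induced calcium release, before a 10 nM TRH EC20 addition for potentiator mode.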
D2 antag = D2 dopamine receptor (human) antagonism. 340,000 tested, 2% active. HEK293 TREx D2 cells, calcium flux, dopamine EC80. inhibition, % at 10 µM; in the data active means inhibition above about 30%; further: 0% is about no effect
Target sequence (P14416 whole entry, looked up): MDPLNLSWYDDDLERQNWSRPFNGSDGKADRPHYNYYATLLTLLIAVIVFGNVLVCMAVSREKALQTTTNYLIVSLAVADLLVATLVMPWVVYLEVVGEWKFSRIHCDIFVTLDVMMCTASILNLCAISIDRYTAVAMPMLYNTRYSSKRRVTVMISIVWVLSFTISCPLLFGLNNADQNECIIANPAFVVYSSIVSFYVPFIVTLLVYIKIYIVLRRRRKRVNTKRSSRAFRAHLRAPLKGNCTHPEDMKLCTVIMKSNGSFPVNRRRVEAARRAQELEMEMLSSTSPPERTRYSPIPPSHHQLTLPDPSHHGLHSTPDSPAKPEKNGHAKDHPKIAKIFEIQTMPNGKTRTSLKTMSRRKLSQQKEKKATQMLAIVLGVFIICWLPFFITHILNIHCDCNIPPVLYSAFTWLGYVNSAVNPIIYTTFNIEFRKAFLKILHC
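Dopamine at EC80 is the agonist stimulus; test compounds precede it by 180 s. Calcium flux read kinetically in a force-coupled, inducible HEK293 T-REx D2 cell line.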
D2 PAM = positively modulates the human D2 dopamine receptor allosterically; P14416; HEK293 T-REx D2, calcium flux, EC20 dopamine potentiation; potentiation, % at 10 µM; 340,000 tested, 0.34% active;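 active means potentiation over 3 SD above the plate norm, cut at about 30% in these data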; further: 0% is about no effect
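Potentiation of an EC20 dopamine calcium response is measured in a force-coupled, tetracycline-inducible Hek293 Trex D2 line. Compound-only kinetic reads over 180 s flag agonists before dopamine addition.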
D1 antagonist = antagonists of human D1 dopamine receptor; activity change, negative = inhibition, % at 10 µM; AID 504652; P21728; HEK293 TREx D1 cells, calcium flux, dopamine EC80; hits give low values; 360,000 tested, 3.2% active; in the data active means activity change below about -30%; further: on the % scale 0 is the no-effect control and ±100 the full control effect
Target sequence (P21728 whole entry, looked up): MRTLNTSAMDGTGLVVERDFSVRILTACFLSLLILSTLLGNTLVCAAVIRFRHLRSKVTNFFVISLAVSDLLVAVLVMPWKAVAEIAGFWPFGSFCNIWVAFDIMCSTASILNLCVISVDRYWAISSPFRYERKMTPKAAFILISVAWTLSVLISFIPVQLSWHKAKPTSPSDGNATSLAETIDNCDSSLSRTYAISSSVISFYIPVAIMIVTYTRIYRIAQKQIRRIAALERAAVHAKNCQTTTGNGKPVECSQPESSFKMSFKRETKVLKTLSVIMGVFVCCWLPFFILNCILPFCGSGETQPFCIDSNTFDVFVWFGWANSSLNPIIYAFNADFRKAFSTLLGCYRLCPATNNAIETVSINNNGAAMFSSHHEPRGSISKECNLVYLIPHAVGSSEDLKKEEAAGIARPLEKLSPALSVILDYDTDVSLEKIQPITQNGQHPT
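Cells carrying a force-coupled, tetracycline-inducible human D1 receptor report calcium flux. Each well gets a 10 s baseline, compound with 180 s monitoring, then an EC80 dopamine stimulus with a second 180 s kinetic read.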
D1 agonist = activates the human D1 dopamine receptor; HEK293 T-REx D1 cells, calcium flux, agonist mode; activation, % at 2 µM; 360,000 tested, 1% active; further: 0% is about no effect
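Tetracycline-induced HEK293 TREx D1 cells, force-coupled to calcium signalling, were dye-loaded with a no-wash calcium kit. Compound was pin-added after a 10 s baseline. Fluorescence was read kinetically at 1 cycle/s for 180 s, with calcium rises flagged as agonism.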
D1 PAM = enhances dopamine response at the human D1 receptor; P21728; HEK293 TREx D1 cells, calcium flux, dopamine EC20 potentiation; potentiation, % at 10 µM; 360,000 tested, 0.036% active; AID 504651; in the data active means potentiation above about 30%; further: 0% is about no effect
TRHR PAM = allosterically enhances the human TRH receptor | 360,000 tested, 0.66% active | TRHR cells, fluo-8 calcium fluorescence, EC20 TRH enhancement | AID 493056 | enhancement, % at 2 µM; in the data active means enhancement above about 30%; further: 0% is about no effect
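TRHR-expressing cells loaded with fluo-8 calcium dye were read kinetically (ex 480/em 530) during compound addition, then stimulated with an EC20 of TRH (10 nM final). Enhancement of the Gq-mediated intracellular calcium response was scored.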
D2 ag = agonists of human D2 dopamine receptor; P14416; HEK293 T-REx D2 cells, calcium flux agonist mode; activation, % at 2 µM; 340,000 tested, 0.53% active; AID 485358;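 active means activation over 3 SD above normal in the single-dose calcium agonist read, cut at about 30% in these data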; further: 0% is about no effect
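Calcium-flux readout, 1 cycle/sec over 180 s following compound pin transfer, in inducible HEK293 Trex D2 cells (force-coupled); dopamine controls included. Positive calcium responses during this window marked compounds as potential agonists.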
RXFP1 antag = antagonists of human relaxin receptor RXFP1; Q9HBX9; HEK293-RXFP1, relaxin-stimulated cAMP HTRF, 30 min; hits give low values; activity change, negative = inhibition, % at 57.5 µM; 350,000 tested, 0.59% active; AID 1259400;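 active means activity change of -60% or lower, but not beyond a set lower limit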; further: on the % scale 0 is the no-effect control and ±100 the full control effect
* marks the source's active call; other numbers are inactive results; · = no result given. Unless noted, no stated cut-off is given here; in the data, active means activation above about 30%; inactive means the rest.

SMILES	TRHR ag	D2 antag	D2 PAM	D1 antagonist	D1 agonist	D1 PAM	TRHR PAM	D2 ag	RXFP1 antag
Brc1ccc(Cn2c(-c3cncs3)nc3ccccc32)cc1	-0.5	21	3	-4	12	-10	13	-1.3	-12
CCOC(=O)c1c(NC(=O)NC(C)(C)C)sc2c1CCN(C)C2	0.9	-1	11	-2	3	0	5	0.8	0
CCOC(=O)c1ccccc1NC(=O)Cc1c(C(=O)O)n(C)c2ccccc12	-0.4	4	4	2	1	-2	1	0.3	7
Cc1ccc2cc(C#N)c(N3CCN(C(=O)c4ccccc4)CC3)nc2c1	0.4	-4	-8	7	2	-2	-5	0.0	-2
O=C(CN1C(=O)C2(SCC(=O)N2c2ccc(F)c(F)c2)c2ccccc21)Nc1ccccc1F (stereo not drawn)	-0.2	·	-4	7	4	-6	-3	0.3	·
Cn1c(=O)oc2cc(S(=O)(=O)Nc3cccc4c3CCCC4)ccc21	-0.3	8	9	-11	20	4	3	-0.1	14
O=C(C1CC(=O)N(c2ccc3c(c2)OCCO3)C1)N1CCN(c2cccc(C(F)(F)F)c2)CC1 (stereo not drawn)	-0.2	-8	3	-14	10	-5	9	0.0	-9
Cc1ccc(-n2nnnc2SCC(=O)N2CC(=O)Nc3ccccc32)cc1	0.5	-6	-3	17	-1	-1	2	0.2	7
CSc1ccc(C(=O)N2CCC(CCC(=O)NC3CC3)CC2)cc1	-0.2	-14	2	-12	2	-1	-1	-0.9	2
CC(=O)c1[nH]c(C)c(C(=O)NCCc2ccc(C)cc2)c1C	1.9	·	-7	4	25	0	5	-0.2	-8
CS(=O)(=O)c1ccccc1C(=O)Nc1cccc(-c2nc3ccccc3o2)c1	0.3	5	4	-14	1	1	4	0.0	-7
COc1ccc(NC(=O)c2ccc3c(c2)C(=O)N(CC2CCCO2)C3=O)c(OC)c1 (stereo not drawn)	0.7	21	37*	0	-3	1	3	2.2	3
COC(=O)c1cc(C(C)=O)c(C)[nH]c1=O	0.3	19	-3	2	5	-4	6	-0.2	1
O=C(O)c1c(-c2ccccc2)oc2ccc(O)cc12	-1.2	19	0	-12	1	-1	-4	-1.3	-8
Cc1ccccc1OCC(=O)OCC(=O)Nc1ncc(Cl)c(C)c1Cl	-0.2	-12	13	-9	4	6	1	-0.1	5
CCC(C)c1ccc(C(CC)NC(=O)C2CCCO2)cc1 (stereo not drawn)	-0.6	·	·	-28	9	0	-5	·	4
O=C(Nc1ccc(N2CCOCC2)cc1)c1ccc([N+](=O)[O-])cc1	-1.5	-20	-6	-16	2	-1	-3	-0.2	-9
CCCCN(Cc1cc2ccccc2[nH]c1=O)S(=O)(=O)c1ccc(C)cc1	0.3	2	6	12	1	-1	6	0.3	·
c1ccc(-c2cc3c(N4CCCC4)ncnc3s2)cc1	-1.4	-16	0	8	2	-4	-2	0.6	-20
O=C(CN1CCOc2ccccc21)N1CCCC1	0.3	-1	-3	-9	-2	-4	3	0.4	·

The final 7 entries of the section above open the next one:
SMILES	TRHR ag	D2 antag	D2 PAM	D1 antagonist	D1 agonist	D1 PAM	TRHR PAM	D2 ag	RXFP1 antag
O=C(O)c1c(-c2ccccc2)oc2ccc(O)cc12	-1.2	19	0	-12	1	-1	-4	-1.3	-8
Cc1ccccc1OCC(=O)OCC(=O)Nc1ncc(Cl)c(C)c1Cl	-0.2	-12	13	-9	4	6	1	-0.1	5
CCC(C)c1ccc(C(CC)NC(=O)C2CCCO2)cc1 (stereo not drawn)	-0.6	·	·	-28	9	0	-5	·	4
O=C(Nc1ccc(N2CCOCC2)cc1)c1ccc([N+](=O)[O-])cc1	-1.5	-20	-6	-16	2	-1	-3	-0.2	-9
CCCCN(Cc1cc2ccccc2[nH]c1=O)S(=O)(=O)c1ccc(C)cc1	0.3	2	6	12	1	-1	6	0.3	·
c1ccc(-c2cc3c(N4CCCC4)ncnc3s2)cc1	-1.4	-16	0	8	2	-4	-2	0.6	-20
O=C(CN1CCOc2ccccc21)N1CCCC1	0.3	-1	-3	-9	-2	-4	3	0.4	·
COc1cccc(CN(C)C(=O)CNC(=O)c2sc3ccccc3c2Cl)c1OC	-0.1	-14	5	4	3	-3	3	0.6	-10
Cc1cc(C(=O)NN)c(Cl)cc1Cl	-0.5	-13	-2	1	3	-2	-2	-1.6	0
Cc1cccc(-c2n[nH]c(=S)n2/N=C/c2cccs2)c1	-0.3	-11	3	20	2	3	3	-1.4	-4
Cc1cc(NC(=S)N(CCN2CCCCC2)Cc2ccco2)ccc1Cl	0.6	35*	-21	-38*	1	-10	3	-6.6	-10
COCCNC(=O)C1CCC(=O)N(c2ccc(OC)cc2)C1c1ccc(OC)c(OC)c1 (stereo not drawn)	0.5	1	0	5	0	-2	-4	-0.1	0
COc1cc(OC)cc(C(=O)NCC(=O)OCc2cc(=O)oc3cc(OC)ccc23)c1	-1.7	10	-9	-14	3	1	8	-0.7	1
CCOc1ccc2oc(C(=O)OCC(=O)N3CC(C)OC(C)C3)c(C)c2c1 (stereo not drawn)	-1.6	-3	19	3	2	-3	-5	-1.1	-10
CN(c1ccccc1)c1nc(N)c([N+](=O)[O-])c(NCCO)n1	-1.7	0	0	-15	1	-2	4	-1.0	-4
CC(NC(=O)CSc1nnc(-c2cc3cc(Cl)ccc3o2)n1C)c1ccccc1 (stereo not drawn)	-0.2	5	4	-1	-3	-7	32*	3.0	0
CC(C)CC(=O)NC(c1cccs1)c1ccc2cccnc2c1O (stereo not drawn)	0.5	6	16	10	0	-4	11	-0.2	19
CCOc1ccc(NC(=O)CN2CCC(n3cnc4cc(F)ccc43)CC2)cc1	-1.4	-10	1	-1	5	-11	-5	-1.4	-10
Cc1occc1C(=O)NCc1ccccc1	0.4	15	-3	-2	4	-8	-1	0.0	-19
CN(CC(=O)Nc1ccc(Cl)cc1)C(=O)CNC(=O)c1ccc(Br)o1	0.1	-10	-6	-13	2	5	8	0.4	2
COc1ccc(-c2cc(N)n(S(=O)(=O)c3c(F)c(F)c(F)c(F)c3F)n2)cc1OC	-0.5	35*	-4	-18	-1	-2	6	2.7	4
Cc1ccc(OCC(=O)NCCO)cc1C	-0.3	·	·	-2	2	-12	0	·	-17
COC(=O)c1ccc(CN2CCCC(CNC(=O)Cc3ccc(OC)cc3)C2)cc1 (stereo not drawn)	0.0	23	-8	-1	2	-3	4	-0.4	-2
CCNS(=O)(=O)c1ccc(CCC(=O)N2CCC(C)CC2)cc1	-0.2	7	10	-15	2	-6	-10	0.6	2
O=C(COC(=O)c1ccccn1)NC(=O)c1ccccc1	2.8	-11	8	29	2	4	4	-1.4	0
O=S(=O)(/N=C(\Sc1ccccc1)c1ccccc1)c1ccc(Cl)cc1	-0.6	-2	1	-4	1	1	4	0.2	-10
Nc1cc(=O)[nH]c(SCC(=O)Nc2ccc(S(=O)(=O)N3CCOCC3)cc2)n1	1.2	6	-5	-8	5	1	0	-0.3	-8
CC1=CC(=O)C=C(C)C1=NOc1ccc([N+](=O)[O-])cc1	1.0	-21	-6	-10	1	-7	1	0.0	-1
CCOC(=O)c1c(C)c(C(=O)NCc2cccnc2)c(C)n1CC	1.2	-5	-1	8	0	2	2	-0.3	3
CCOc1ccc(CN2CCNC(=O)C2CC(=O)NCc2csc(C(C)C)n2)cc1 (stereo not drawn)	-0.4	-10	-2	-20	1	0	0	0.2	1
CCN(CC)c1ccc(NC(=O)c2ccc(Br)o2)cc1	-0.9	2	-2	-3	1	-1	-2	1.0	-21
O=C(CN1C(=O)NC2(CCOc3ccccc32)C1=O)Nc1ccc(Br)cc1F (stereo not drawn)	0.8	0	2	-18	10	7	4	0.7	8
CNc1oc(/C=C/c2cc(OC)c(OC)c(OC)c2)nc1C#N	-4.0	·	4	5	0	-2	-6	-2.8	10
COc1ccc(S(=O)(=O)Nc2ccc3cn[nH]c3c2)cc1[N+](=O)[O-]	0.9	-9	-18	-3	8	0	13	0.8	3
N#CC1=C(N)C(C#N)(C#N)C2(CCC3(CC2)OCCO3)C2CC3(CC=C12)OCCO3 (stereo not drawn)	-0.2	12	-10	-2	1	-3	-1	0.1	-10
Cc1ccc(C(=O)c2cnc3ccccc3c2-c2ccccc2)cc1	-0.2	-4	31*	-16	4	-2	8	1.8	-1
O=C(NCc1ccccc1Cl)C(=O)NCC(c1ccco1)N1CCOCC1 (stereo not drawn)	0.2	-2	1	7	0	0	3	-0.1	2
Nc1oc2ccccc2c(=O)c1-c1ccc2c(c1)OCO2	-0.6	-9	0	-24	3	-18	10	0.3	-13
CCOc1cc(CNc2ccc(N3CCCCC3)cc2)cc(Br)c1OCC(=O)NC(C)(C)C	0.3	3	8	-6	2	6	0	0.2	-5
COc1cc(OC)cc(C(=O)N2CCN(C3CCN(Cc4ccccc4)CC3)CC2)c1	0.9	4	-10	-23	0	-3	-2	0.7	0
CCc1c(C)nc2ncnn2c1N1CCC(C(=O)Nc2ccccc2)CC1	-2.4	-9	0	0	1	-3	0	-0.1	-13
Nc1c(C(=O)Nc2ccccc2)sc2nc3c(cc12)CN(Cc1ccccc1)CC3	0.2	·	3	-3	3	2	13	0.1	-4
CCOC(=O)CSc1ncnc2c1cnn2-c1ccc(C)cc1C	-0.7	12	-1	-2	2	-3	-1	0.3	-4
COC(=O)c1cccc(N2C(=O)c3cccnc3C2=O)c1	-0.6	-11	3	-2	4	-4	-9	0.4	-4
C=CCN(c1ccccc1)S(=O)(=O)c1ccc(Cl)c(C(=O)OCC(=O)N(C)C2CCS(=O)(=O)C2)c1 (stereo not drawn)	0.5	7	0	11	2	-1	1	-0.1	-20
Cc1onc(-c2ccccc2)c1-c1ccnn1C(=O)NC(C)C	-0.3	6	9	20	5	2	-9	2.1	-4
COc1ccccc1/C=C/CN1CCNC(=O)C1CC(=O)NCCc1cnccn1 (stereo not drawn)	0.0	-12	-13	12	2	-1	1	1.0	-8
CS(=O)(=O)N(CC(=O)N1CCCC1)c1ccc(OCc2ccccc2)cc1	0.3	7	3	-12	12	-5	-4	1.2	-22
Cc1ccc(OCC(O)CN2CCN(c3ccccc3)CC2)cc1 (stereo not drawn)	0.2	62*	-23	3	4	-8	-3	46*	-12
Cc1c(Cl)cccc1NC(=O)CNC(=O)c1ccc(F)cc1	-0.1	-13	-9	11	-1	0	13	-0.7	·
COc1ccc(N(CC(=O)NCCSC2CCCCC2)S(C)(=O)=O)c(OC)c1	-4.4	-10	-1	-6	8	-1	4	-0.3	22
COc1ccc(C2CC(c3cccs3)=NN2C(=O)CN2CCCCC2)cc1 (stereo not drawn)	0.8	-22	2	1	3	4	1	-0.4	-17

Screening data deposited in PubChem BioAssay by National Center for Advancing Translational Sciences (NCATS).
